# Screening data deposited in PubChem by The Scripps Research Institute Molecular Screening Center.
# GSTO1 counter = blocks human GSTO1 in RBBP9 counter-screen. inhibition, % at 5.96 µM. AID 1974. recombinant GSTO1, activity-based probe fluorescence polarization. P78417. hit rate 1.1% among 300,000;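 active = inhibition above the campaign mean inhibition plus 3 SD, cut at about 35% in these data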;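 also: 0% = GSTO1-1 with DMSO and 100% = wells lacking GSTO1-1 enzyme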
# PAFAH2 inh = inhibitors of human PAFAH2; Q99487; recombinant PAFAH2, FP-rhodamine activity probe, fluorescence polarization; inhibition, % at 3.39 µM; hit rate 0.99% among 340,000;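 active = inhibition above the mean over all tested compounds plus 3 SD, cut at about 30% in these data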;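 also: inhibitors block probe labeling of enzyme so polarization drops; 0% = enzyme with DMSO and 100% = wells lacking PAFAH2 protein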
# PME-1 primary = blocks human protein phosphatase methylesterase 1; inhibition, % at 5.9 µM; hit rate 0.53% among 320,000; Q9Y570; recombinant PME-1, FP-Rh probe fluorescence polarization;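 active = inhibition above the campaign mean of all compounds plus 3 SD, cut at about 26% in these data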;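 also: competitive labeling of PME-1 active site by serine hydrolase directed probe; 0% = PME-1 with DMSO and 100% = wells lacking PME-1 enzyme; inhibitors block probe labeling so polarization falls and inhibition rises; many of its hits are not listed in these tables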
# Target sequence (Q9Y570 whole entry, looked up): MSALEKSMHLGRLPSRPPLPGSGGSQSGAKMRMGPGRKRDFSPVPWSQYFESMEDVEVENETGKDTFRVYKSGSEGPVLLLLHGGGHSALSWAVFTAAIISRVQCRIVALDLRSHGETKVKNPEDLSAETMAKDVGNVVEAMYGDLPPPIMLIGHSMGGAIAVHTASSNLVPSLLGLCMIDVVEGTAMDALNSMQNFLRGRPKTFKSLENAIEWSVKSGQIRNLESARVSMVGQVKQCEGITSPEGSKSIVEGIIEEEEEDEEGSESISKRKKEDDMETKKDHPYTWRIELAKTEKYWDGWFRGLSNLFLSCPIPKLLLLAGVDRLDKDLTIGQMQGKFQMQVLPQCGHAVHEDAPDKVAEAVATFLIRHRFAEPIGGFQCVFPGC
# PAFAH1B2 inh = blocks human PAF acetylhydrolase 1b catalytic subunit 2; recombinant PAFAH1B2, FP-rhodamine activity probe, fluorescence polarization; inhibition, % at 3.39 µM; P68402; hit rate 1.2% among 340,000;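 active = inhibition above the mean of all tested compounds plus 3 SD, cut at about 24% in these data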;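 also: 0% = enzyme with DMSO and 100% = wells lacking PAFAH1B2; many of its hits are not listed in these tables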
# PAD4 inh = PAD4 (human) enzyme inhibition. Q9UM07. recombinant PAD4, RCA probe fluorescence polarization. inhibition, % at 6.36 µM. hit rate 0.41% among 330,000;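 active = percent inhibition above a cutoff equal to the mean of all tested compounds plus 3 SD, cut at about 15% in these data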;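 also: 0% = PAD4 with RCA probe and DMSO and 100% = probe without PAD4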
# LYPLA2 counter = LYPLA2 (human) inhibition in PME1 counter-screen. inhibition, % at 5.9 µM. O95372. hit rate 0.38% among 320,000. recombinant LYPLA2, FP-Rh probe fluorescence polarization;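 active = inhibition above the screen-wide mean plus 3 SD, limit set per campaign, cut at about 26% in these data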;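 also: 0% = LYPLA2 with DMSO and 100% = wells lacking LYPLA2 enzyme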
# Target sequence (O95372 whole entry, looked up): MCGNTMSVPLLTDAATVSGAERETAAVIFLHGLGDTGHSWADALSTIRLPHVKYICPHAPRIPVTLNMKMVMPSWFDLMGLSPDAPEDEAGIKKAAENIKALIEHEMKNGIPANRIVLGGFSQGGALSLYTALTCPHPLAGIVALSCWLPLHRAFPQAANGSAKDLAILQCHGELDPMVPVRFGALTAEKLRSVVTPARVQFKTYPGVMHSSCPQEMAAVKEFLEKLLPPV
# LYPLA1 counter = LYPLA1 (human) inhibition in PME1 counter-screen. AID 2174. hit rate 0.16% among 320,000. recombinant LYPLA1, FP-Rh probe fluorescence polarization. inhibition, % at 5.9 µM;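 active = inhibition above the mean of all tested compounds plus 3 SD, set per campaign, cut at about 14% in these data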;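 also: inhibitors block serine hydrolase probe labeling of LYPLA1 so polarization falls; 0% = enzyme with DMSO and 100% = wells lacking LYPLA1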
# pPAFAH FP inh = pPAFAH (human) enzyme inhibition | Q13093 | recombinant pPAFAH, FP-rhodamine probe fluorescence polarization | inhibition, % at 3.39 µM | hit rate 1.5% among 330,000;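 active = inhibition above the mean inhibition across the screen plus 3 SD, cut at about 25% in these data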;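 also: inhibitors block binding of the rhodamine activity-based probe so polarization drops; 0% = enzyme with DMSO and 100% = wells lacking pPAFAH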
# PAFAH1B3 inh = blocks human PAF acetylhydrolase 1B catalytic subunit 3 | recombinant PAFAH1B3, FP-rhodamine probe, fluorescence polarization | inhibition, % at 3.39 µM | hit rate 0.28% among 340,000 | Q15102;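 active = inhibition above the screen-wide average of all tested compounds plus 3 SD, cut at about 25% in these data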;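 also: 0% = enzyme with DMSO only and 100% = wells lacking PAFAH1B3 protein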
# Target sequence (Q15102 whole entry, looked up): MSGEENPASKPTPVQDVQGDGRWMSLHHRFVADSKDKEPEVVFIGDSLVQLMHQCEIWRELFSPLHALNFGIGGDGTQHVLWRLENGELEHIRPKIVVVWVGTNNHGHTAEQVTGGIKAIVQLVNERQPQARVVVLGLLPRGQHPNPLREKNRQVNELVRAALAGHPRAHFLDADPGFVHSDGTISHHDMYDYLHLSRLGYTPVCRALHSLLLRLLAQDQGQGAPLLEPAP
# An asterisk follows results filed as active; x = not tested or not shown; & = joins results of further samples. The list is partial. The share of hits here may be higher or lower than overall.
SMILES	GSTO1 counter	PAFAH2 inh	PME-1 primary	PAFAH1B2 inh	PAD4 inh	LYPLA2 counter	LYPLA1 counter	pPAFAH FP inh	PAFAH1B3 inh
CCN(CC(=O)Nc1cccc(S(=O)(=O)N2CCCCC2)c1)Cc1ccccc1	4	0	10	9	3	-2	1	0	0
Fc1ccc2cnc(-c3ccccc3)cc2c1	x	3	x	6	-5	x	x	0	0
CCN(CC)C(=O)[C@H]1C[C@H](CC(=O)NC(C)(C)C)C(=O)N2CCc3c([nH]c4ccc(Cl)cc34)[C@]12C	x	1	x	5	-1	x	x	5	6
COc1cccc(NC(=O)CSCC(=O)Nc2ccccc2)c1	7	-3	1	0	-5	0	3	4	10
C/C=C/c1ccc(OCCOCCOc2cccc3cccnc23)c(OC)c1	-5	3	1	2	-3	0	-6	3	6
COc1ccc(Cc2nnc(SCC(=O)N(C)c3ccccc3)o2)cc1	2	-2	7	-4	0	-2	-5	1	-4
COc1ccccc1C(=O)NCC(=O)N/N=C/c1ccc2c(c1)OCO2	2	-7	-3	5	-1	3	-2	2	3
CCCCNC(=O)CSc1nc2c(sc(=S)n2-c2cc(Cl)ccc2OC)c(=O)[nH]1	-96	5	8	0	6	7	0	7	1
O=C(N/N=C/c1ccc([N+](=O)[O-])o1)c1cc(-c2ccncc2)nc2ccccc12	25	-1	0	0	-11	1	-2	13	10
O=C(OCC(=O)N1CCCC1)c1cc(Br)ccc1Cl	3	1	-6	1	-3	-3	-1	4	-4
Cc1cc(C)c(NC(=O)COC(=O)C2CCCO2)c(C)c1 (stereo not given)	x	7	x	2	2	x	x	1	6
Cc1cccc(OCCCC(=O)Nc2ccc(N3CCOCC3)cc2)c1	4	3	1	-7	8	2	-3	1	-1
CC1CC(C)CN(C(=O)c2ccc3c(=O)n(Cc4ccc5c(c4)OCO5)c(=S)[nH]c3c2)C1 (stereo not given)	6	-8	-13	3	-4	-20	-11	-1	5
CCOC(=O)c1cn2nc(Oc3ccc(C#N)cc3)ccc2n1	-9	7	-4	-2	2	-5	3	1	6
Cc1cc(C)nc(NS(=O)(=O)c2ccc(NC(=S)NC(=O)CC(C)C)cc2)n1	-8	1	11	-6	4	-3	-1	9	-3
COc1ccc(OC)c(NC(=O)CCN2CCN(c3ccccc3F)CC2)c1	5	11	-9	3	-7	6	5	7	2
CCN(C(=O)CSc1nc2cc(C(F)(F)F)ccc2n1Cc1ccccc1)C1CCS(=O)(=O)C1 (stereo not given)	4	6	2	-2	-3	3	-5	29*	8
CCOC(=O)C1(Cc2ccc(O)cc2)NC(c2ccco2)C2C(=O)N(c3ccccc3F)C(=O)C21 (stereo not given)	4	-2	-4	1	2	-3	-1	4	0
CC(=O)c1cc(F)c(N2CCN(c3ccc([N+](=O)[O-])cc3F)CC2)cc1C	-2	-4	7	-2	2	-2	0	2	-9
Cc1ccc(NC(=O)c2ccc(NCCCN3CCOCC3)c([N+](=O)[O-])c2)cc1Cl	-10	13	10	1	-2	8	11	16	2
CC(C)C(=O)Nc1cccc(C(=O)Nc2ccccc2C(=O)O)c1	-8	0	-11	6	2	-3	1	-8	9
O=C1N(Cc2ccccc2)c2ccc(Cl)cc2C12OCCO2	7	-2	0	0	-1	0	-3	5	2
O=S(=O)(NCc1ccc(F)cc1)c1ccc(-n2cccn2)cc1	12	2	2	4	-3	4	-1	4	1
CCOC(=O)C1(C)C(C(=O)OC)=C(c2ccc(OC)cc2)c2ccccc2N1C(=O)OC (stereo not given)	x	5	x	8	0	x	x	9	8
CC(C)N1C(=O)CCC1C(=O)NC1CCCC1 (stereo not given)	-3	-6	2	-3	-1	0	3	2	4
Cc1c(Cl)c(C(=O)NNC(=S)Nc2ccc(F)cc2)nn1C	0	2	-4	6	0	-3	2	-1	5
CS(=O)(=O)N(CC(=O)N1CCN(c2ccc(F)cc2)CC1)C1CCCCC1	3	3	5	-2	-3	-5	3	-6	1
O=C1CCC(=O)N1OCCOc1ccc2c(c1)CCC2	2	7	0	0	-3	-3	-1	2	6
CC(=O)Cn1c(C(F)(F)F)nc2ccccc21	-1	0	0	3	0	4	2	7	1
COc1cccc(C(C(=O)NC2CCCCC2)N(C(=O)c2ccco2)c2ccccc2OC)c1 (stereo not given)	-1	9	1	4	1	5	3	5	4
CCOC(=O)C1=C(COC(=O)COc2ccccc2C=O)NC(=O)NC1C (stereo not given)	x	5	x	-5	-4	x	x	-1	10
CCSc1nnc(NC(=O)CCCOc2ccc(C)cc2)s1	6	-2	-1	4	1	12	4	1	4
Cc1cc(C)c(S(N)(=O)=O)c(C)c1-n1cnnn1	7	0	8	0	2	3	2	-1	4
O=C(CCCN1C(=O)/C(=C/c2ccccc2Cl)SC1=S)NNC(=O)c1ccc(Cl)cc1Cl	-6	-6	-6	-1	-4	1	0	4	5
O=P(CCCO)(Cc1ccccc1)Cc1ccccc1	4	4	-1	-1	0	-1	-1	-2	9
C=CCc1cccc(/C=N/NC(=O)CCC(=O)Nc2ccc(F)cc2)c1O	2	-10	-7	4	-4	-11	-4	0	6
CCC(C)NC(=O)CC(C)C (stereo not given)	-7	5	-1	0	1	-1	-1	-1	0
CC(=O)Nc1ccc(NC(=O)CSc2ccc3nnc(-c4ccccn4)n3n2)cc1	4	-3	4	8	-2	6	3	3	4
COc1ccccc1-n1c(-c2ccccc2)c[n+]2c1CCc1ccccc1-2	4&7	1&-1	6&1	5&4	5&-2	1&0	0&1	-2&3	11&8
O=C(Cc1cnc2ncnn2c1)N1CCc2c([nH]c3ccccc23)C1c1ccccc1F (stereo not given)	2	-5	-2	4	-3	3	4	5	4
COCCn1c(-c2ccc(Cl)cc2)nc2c(c(=O)c3ccccc3n2C)c1=O	-1	x	4	x	2	0	8	3	x
CN1C(=O)C(Cc2cnc[nH]2)NC1=S (stereo not given)	-5	7	4	3	-9	3	-1	-1	8
O=C(NC1CCCCC1)C(c1ccccc1)N(Cc1ccc2c(c1)OCO2)C(=O)c1cnsn1 (stereo not given)	-11	2	6	8	-4	6	1	4	3
Cn1c(C(=O)O)cc2cc(Oc3ccccc3)ccc21	1	9	-4	2	-1	3	0	9	0
O=C(C1CCN(S(=O)(=O)c2ccccc2F)CC1)N1CCc2ccccc2C1	-6	13	8	3	-5	-6	0	5	4
Cc1ccc(C2C(C(=O)c3sc(C)nc3C)=C(O)C(=O)N2CCN2CCOCC2)o1 (stereo not given)	9	-4	-3	-5	-10	-1	6	-2	2
O=C(NC1CCCCC1)C1CCCN1S(=O)(=O)c1ccc(Cl)cc1 (stereo not given)	12	2	-2	0	1	2	-7	6	1
Cc1ccc(S(=O)(=O)N2CCOCC2)cc1NC(=O)COC(=O)c1n[nH]c(=O)c2ccccc12	4	3	1	1	-2	0	0	-1	2
COc1ccc(-c2ccc3ccccc3n2)cc1OC	1	0	-10	2	-3	-9	-7	-7	5
CCCCN1C2=NCCCN2c2ccccc21	7	10	2	3	5	6	3	1	8

# 3 of the entries above in order of the PAFAH2 inh value, falling.
SMILES | PAFAH2 inh
O=C(C1CCN(S(=O)(=O)c2ccccc2F)CC1)N1CCc2ccccc2C1 | 13
CCC(C)NC(=O)CC(C)C (stereo not given) | 5
Cc1ccc(S(=O)(=O)N2CCOCC2)cc1NC(=O)COC(=O)c1n[nH]c(=O)c2ccccc12 | 3

# Continued:
SMILES	GSTO1 counter	PAFAH2 inh	PME-1 primary	PAFAH1B2 inh	PAD4 inh	LYPLA2 counter	LYPLA1 counter	pPAFAH FP inh	PAFAH1B3 inh
CCn1c(CCn2c3ccccc3c3ccccc32)n[nH]c1=S	5	0	-3	7	2	10	0	0	0
CCc1ncc(C(O)c2cccc3ccccc23)n1C (stereo not given)	3	-5	-3	2	2	4	1	1	9
COc1ccc(C2SCC(=O)N2CCc2ccc(OC)c(OC)c2)cc1 (stereo not given)	6	-8	6	-6	-1	7	3	5	7
COc1ccc(CC(=O)N2CCc3cc(OC)c(OC)cc3C2O)cc1OC (stereo not given)	5	-2	-9	14	0	2	0	2	16
O=C(CN1CCN(CC(=O)Nc2ccc(Cl)cc2)CC1)Nc1ccc(F)cc1	16	0	5	4	-2	6	-2	0	3
Cc1cc(C(=O)N/N=C/c2cn(C)nc2C)c2ccccc2n1	2	-3	3	1	-5	1	-4	5	3
COc1ccc(-c2c(C)nn3c(C)cc(C)nc23)cc1	-1	2	-6	1	1	-3	-3	4	10
Cc1ccc(S(=O)(=O)N2CCCC(C(=O)NCc3ccccc3F)C2)cc1 (stereo not given)	9	-7	1	5	-6	-4	-2	2	11
CSc1ccccc1NC(=S)Nc1ccccc1C(F)(F)F	7	0	-4	-2	-1	-2	2	-6	11
COc1ccc2c(=O)c(-c3ccc(C)cc3)c(-c3ccccc3)oc2c1	x	1	x	1	1	x	x	18	1
CC(c1ccco1)N(C(=O)Nc1ccccc1)C1CCCCC1 (stereo not given)	3	-6	-2	2	4	-2	-2	-4	-4
OC(CN1CCN(c2cccc(C(F)(F)F)c2)CC1)c1c[nH]c2ccccc12 (stereo not given)	-5	-7	5	4	-3	57*	23*	6	-2
COCC(C)n1c(SC(C)C(=O)NC2CCCCC2C)nc2ccccc2c1=O (stereo not given)	3	5	-3	0	-3	0	-2	1	-2
CCCCC(NC(=O)c1ccc(C#N)cc1)C(=O)NCCC (stereo not given)	x	-4	-1	6	-1	2	1	3	5
CCc1c(C)[nH]c2nc3ccccc3n2c1=O	4	6	2	4	0	-1	2	0	1
O=C(CSc1nnc(CNC(=O)c2c(F)cccc2F)o1)NCCc1ccccc1	1	3	-1	-1	4	6	2	10	2
CCc1nnc(NC(=O)CSc2nnc(-c3ccccc3O)n2CC)s1	6	0	1	2	2	0	1	0	5
COc1ccc(NC(=O)CCC(=O)N/N=C/c2cn(C)nc2C)cc1	4	x	-1	x	-3	-1	3	1	x
Cc1ccn2c(NC3CCCC3)c(-c3ccccn3)nc2c1	8	-1	4	0	-1	0	1	8	5
Cc1sc(NC(=O)CN(Cc2ccc(F)cc2)C(=O)C(C)C)c(C(N)=O)c1C	4	6	6	5	1	-4	0	5	3
O=C(NCCCN1CCOCC1)c1onc(CSc2nc3ccccc3[nH]2)c1C(=O)NCCCN1CCOCC1	-1	-1	6	-7	1	-9	-1	-6	-4
C#CCSc1n[nH]c(=O)n1-c1cccc(C(F)(F)F)c1	4	-1	2	1	4	-9	0	-1	1
Cn1c(Cc2cccs2)nnc1SC/C=C/c1ccccc1	6	3	-3	5	4	-1	3	3	-7
CCCCOC(=O)CNc1nnc(SCC(=O)OCC)[nH]c1=O	-2	-2	-4	0	4	7	-1	0	11
Cn1c(=O)c2c(O)c(C=NCc3ccccc3)c(=O)n(C)c2n(C)c1=O	-2	x	-6	x	3	1	1	5	x
Cc1ccc(C(=O)N2CCCC(CCC(=O)N3CCN(c4ccccn4)CC3)C2)cc1C (stereo not given)	-6	3	1	-2	-10	-3	2	35*	5
CCC(C(=O)Nc1cc(C)cc(C)n1)c1ccccc1 (stereo not given)	-4	x	2	x	-3	6	2	1	x
COc1ccc2[nH]cc(CCNC(=O)C3CCCNC3=O)c2c1 (stereo not given)	5	16	1	7	2	-5	-1	9	0
